All columns: NCI-60 one-dose screen, growth in % after 48 h at 10 µM unless noted; 100 = growth as untreated, 0 = no growth, -100 = all killed.
IGROV1: IGROV1 ovarian cancer | 4.7% of 79,000 active
NCI-H322M: NCI-H322M lung cancer. 2.7% of 80,000 active. AID 1794733
NCI/ADR-RES: NCI/ADR-RES ovarian cells; AID 1794790; 4.4% of 81,000 active
NCI-H460: NCI-H460 lung cancer; 6.8% of 82,000 active
NCI-H522: NCI-H522 lung cancer | AID 1794739 | 8% of 78,000 active
NCI-H23: NCI-H23 lung cancer; 4% of 80,000 active
NCI-H226: NCI-H226 lung cancer | 3.5% of 79,000 active
KM12: KM12 colon cancer cells; 5% of 82,000 active
COLO 205: COLO 205 colon cancer; AID 1794742; 7.3% of 79,000 active
Active calls of the source: *; x = not tested or not shown; & = joins results of further samples; [ ] = dose if it differs, or a comment. Rule for the calls: active = growth percent below 10; inactive = the rest.

Screens in order: NCI-H23	NCI-H522	NCI-H460	KM12	IGROV1	NCI-H322M	NCI-H226	NCI/ADR-RES	COLO 205
> CCC(=O)Nc1ccc(OCc2nnc(-c3ccc(Cl)cc3)o2)c(F)c1
 : 102	90	100	95	145	127	92	98	112
> CCOc1cc2c(cc1CC(Br)CBr)OCO2 (stereo not drawn)
 : 91	99	96	102	89	101	101	98	100
> CCOC(=O)c1c(NC(=O)c2cccc(C(F)(F)F)c2)sc2c1CCCC2
 : 95	89	101	104	105	109	89	104	x
> CCOC(=O)c1[nH]cc2c1CCc1sc(N)nc1-2
 : 97	89	101	94	111	102	90	100	113
> CS(C)(C)/C(Nc1ccccc1)=C(\C#N)C(=O)N/N=C/c1ccccc1
 : 92	83	101	102	99	100	93	96	112
> CC1(C)CC(=O)c2c(nc(Nc3nc4ccccc4s3)nc2-c2ccccc2)C1
 : 95	80	103	97	68	92	92	x	105
> CN(C)CCCNC(=O)/C=C\C(=O)O
 : 102	87	114	108	101	103	97	103	106
> CCCCOc1ccc(NCS(=O)O)cn1
 : 96	69	95	91	96	91	94	102	114
> C[n+]1ccc(NC(=O)c2ccc(NC(=O)c3cccc(C(=O)Nc4ccc(C(=O)Nc5cc[n+](C)cc5)cc4)c3)cc2)cc1
 : 85	98	96	101	102	95	100	95	113
> C#CCOc1ccccc1/C=N/Nc1nc(-c2ccc(Cl)cc2Cl)cs1
 : 92	82	100	97	97	95	101	100	115

Brought forward from above: 3 compounds; new compounds follow.
Screens in order: NCI-H23	NCI-H522	NCI-H460	KM12	IGROV1	NCI-H322M	NCI-H226	NCI/ADR-RES	COLO 205
> CCCCOc1ccc(NCS(=O)O)cn1
 : 96	69	95	91	96	91	94	102	114
> C[n+]1ccc(NC(=O)c2ccc(NC(=O)c3cccc(C(=O)Nc4ccc(C(=O)Nc5cc[n+](C)cc5)cc4)c3)cc2)cc1
 : 85	98	96	101	102	95	100	95	113
> C#CCOc1ccccc1/C=N/Nc1nc(-c2ccc(Cl)cc2Cl)cs1
 : 92	82	100	97	97	95	101	100	115
> Cc1cccc(N2C(=O)C=CC2=O)c1
 : 103	108	116	115	124	103	113	114	x
> CCOC(=O)c1c(NC(=O)c2cccc(C(F)(F)F)c2)sc2cc(O)ccc12
 : x	81	100	95	76	98	98	x	107
> CCOC(=O)c1[nH]c2cc(Cl)ccc2c1[C@@H](C(=O)NC(C)(C)C)N(CC)C(=O)CCCCC#Cc1cccc2c1CN(C1CCC(=O)NC1=O)C2=O (stereo partly drawn)
 : 59	44	14	10	8.8*	14	x	17	x
> COc1ccc(-c2coc3cc(OC(C)=O)ccc3c2=S)cc1
 : 91	85	113	97	117	103	116	95	105
> c1ccc(-c2n[nH]c(-c3ccccn3)n2)nc1
 : 102	97	106	128	116	121	118	90	143
> NN1CCOC(c2ccccc2)C1 (stereo not drawn)
 : 104	125	115	101	122	98	99	105	107
> C=C(C)[C@@H]1CC[C@]2(C(=O)NCCNCCNCCN)CC[C@]3(C)[C@H](CC[C@@H]4[C@@]5(C)CC[C@H](O)C(C)(C)[C@@H]5CC[C@]43C)[C@@H]12
 : -52*[100 µM]	-58*[100 µM]	-100*[100 µM]	-52*[100 µM]	-81*[100 µM]	-84*[100 µM]	-24*[100 µM]	-13*[100 µM]	-19*[100 µM]
> CCCCCCCCCCCCCCCCCCNC(=O)C(C)O (stereo not drawn)
 : 106	93	108	112	109	102	x	108	109
> CCC(c1ccc(OC)cc1)C(CC)c1ccc(OCC[N+](C)(C)C)cc1 (stereo not drawn)
 : 49	35	59	49	x	90	50	100	-75*
> Cc1cccc(Oc2c(/C=N/NC(=O)Cn3c(=O)sc4ccccc43)c(C)nn2-c2ccccc2)c1
 : 55	55	69	76	75	90	79	64	74
> CCCCCCCCCCCCCCCCOc1ccc(S(=O)(=O)N(C)C)cc1[N+](=O)[O-]
 : 97	95	118	112	98	103	104	115	114
> COc1c(F)ccc(C(=O)Nc2ccc3nc(NC(=O)C4CCCN(S(=O)(=O)C5CC5)C4)sc3c2)c1F (stereo not drawn)
 : 32	41	49	44	69	65	35	33	32
> COc1c([C@@H](CC(C)C)OC(C)=O)ccc2c1C(=O)OCc1cc(C)cc(O)c1O2
 : 24	20	8.6*	31	44	54	43	13	9.6*
> NS(=O)(=O)c1ccc(Nc2nccc(Nc3ccc4[nH]ncc4c3)n2)cc1
 : 86	43	99	78	103	105	72	106	104
> CN(C)CCOc1nc2ccccc2c2c1-c1ccc(Cl)cc1C2=O
 : -44*	-66*	-21*	-45*	-28*	-34*	3.5*	-6.9*	-76*
> NC1C(=O)NC(=O)NC1=S (stereo not drawn)
 : 97&100	100&101	106&108	96&101	104&109	100&106	97&111	107&106	103&109
> COc1cc(CNCCCCCCN2C(=O)c3cccc4cccc(c34)C2=O)ccc1O
 : 84	61	78	72	x	67	96	x	46
> O=C(CC(=O)c1ccccc1)Nc1cccc([N+](=O)[O-])c1
 : 103	102	111	101	111	117	110	103	127
> C#CCn1cc(C(=O)c2ccccc2O)cc(-c2ccccc2)c1=O
 : 107	76	96	98	91	91	87	97	108
> NCCCCCCCCN
 : 99	129	115	117	122	127	111	102	117
> Cc1nn(-c2ccccc2)c2nc3c(nc12)C1=NCCN1C(c1ccc(Cl)cc1)N3 (stereo not drawn)
 : 93	x	83	66	89	77	86	99	-83*
> CC(=O)N(O)CCCCCNC(=O)CCC(=O)N(O)CCCCCNC(=O)CCC(=O)N(O)CCCCCN
 : 80	103	32	53	65	41	55	70	83
> O=c1ccnc[nH]1
 : 94	98	111	104	94	120	95	x	x
> COc1cc(-c2cc(=O)oc3cc(O)ccc23)c(OC)c2c1OCO2
 : 83	82	89	94	92	89	86	93	102
> COc1cc2cc(C(=O)N3C[C@@H](CCl)c4c3cc(OC(=O)N(C)CCSSCCN3CCOCC3)c3ccccc43)[nH]c2c(OC)c1OC
 : -67*	-43*	0.9*	-31*	-28*	1.5*	-17*	-33*	-80*
> COc1ccc(SC2c3ccc(O)cc3Oc3nc(N)c(C#N)c(N)c32)cc1 (stereo not drawn)
 : 93	86	79	66	74	79	117	99	115
> CCOC(=O)c1ccc(N2C(=O)CC(Sc3ccccc3N)C2=O)cc1 (stereo not drawn)
 : 101	x	97	81	79	88	87	101	106
> CC1CCCC(C)(C)C1NCCOC(=O)c1ccc(N)cc1 (stereo not drawn)
 : 99	x	107	101	101	100	95	94	107
> COc1cc(-c2cc(-c3ccccc3)nc3nc(NN)[nH]c(=O)c23)cc(OC)c1OC
 : 89	89	112	94	94	92	99	97	107
> COc1cccc2cc(N(C)c3nc(C)nc4c3CCC4)ccc12
 : 22	-17*	6.9*	0.1*	24	59	26	13	-66*
> Cn1ncc2ncc(-c3ccc4ncnc(NCc5ccccc5)c4c3)cc21
 : x	60	93	96	41	79	85	83	95
> CC(=O)CC(=O)Nc1ccc(NC(=O)CC(C)=O)c(C)c1
 : 89	104	101	101	112	104	100	101	99
> Cc1cccc(C)c1NC(=O)Cn1c(-c2nonc2N)nc2ccccc21
 : 89	68	96	90	96	78	94	93	91
> COc1ccc(Nc2ncnc3c2sc2nc(C)cc(C)c23)cc1
 : 111	100	98	97	99	102	103	108	111
> Cc1[nH]c(/C=C/C(=O)c2ccc(C(F)(F)F)c(F)c2)c(C)c1C(=O)N1CCCCC1
 : 93&95	88&66	104&101	100&100	86&98	88&98	84&95	100&95	108&113
> N#Cc1c(Nc2ccc(N3CCOCC3)cc2)nc(SCC(=O)c2ccc(Br)cc2)nc1-c1ccccc1
 : 98	96	114	103	107	98	108	103	107
> Nc1[nH]n(-c2ccccc2)c(=O)c1/C=N/C(=S)NC1CCCCC1
 : 83	72	89	80	91	98	90	91	95
> Cc1nc2cc(Nc3nc(N4CCCCC4)nc(N4CCOCC4)n3)ccc2n1Cc1ccccc1
 : x	38	4.9*	18	47	x	28	27	41
> COc1ccc(CCN2C(=O)/C(=C/c3ccc(C4Oc5ccccc5C5CC(c6ccc(C)cc6)=NN54)cc3)SC2=S)cc1 (stereo not drawn)
 : 98	93	102	96	95	102	x	101	114
> O=C(/C=C/c1ccc(Cl)s1)c1ccc(Cl)s1
 : 110&89	87&70	115&101	96&89	89	97	102&91	99&104	122&112
> Cc1ccc(NC(=S)NC(=O)c2ccccc2)nc1
 : 91	99	104	99	90	99	98	108	113
> C#Cc1cnc(Nc2ccc(OC)cc2)nc1NCCCNC(=O)C1CCC1
 : 65	78	42	25	62	79	55	81	66
> CCCCn1c(=O)c(/C=C/c2cc(/C=C/c3cc4cc(Cl)ccc4n(CCCC)c3=O)[nH]n2)cc2cc(Cl)ccc21
 : 102	97	113	107	96	108	94	103	103
> CCCCCCCCCCCCCC(N)=O
 : 107	90	111	114	109	108	91	106	116
> N#Cc1c(-c2ccccc2)cc(-c2ccccc2)n(CCCCC(=O)Nc2ccccc2N)c1=O
 : 89	63	69	80	62	82	74	67	91
> CCOC(=O)N1CCN(c2ccc(C)cc2)CC1
 : 99	104	114	106	123	126	112	111	115
> Cc1nc2ccccc2nc1SCc1nnc(Nc2ccccc2)o1
 : 92	80	95	95	99	104	75	87	105
> Clc1cccc(Cc2cnc(Nc3ccccn3)s2)c1Cl
 : 97	87	99	99	94	101	94	96	114
> Cc1cc(N2CCN(C)CC2)nc(N(CCNc2ccnc3cc(Cl)ccc23)Cc2ccccn2)n1
 : 95	60	93	67	87	90	95	85	x
> NC(=O)C[n+]1cc2ccccc2cn1
 : 98	90	102	103	108	96	88	94	105

(list continues)
Screens in order: NCI-H23	NCI-H522	NCI-H460	KM12	IGROV1	NCI-H322M	NCI-H226	NCI/ADR-RES	COLO 205
> CC(=O)N1N=C(c2ccc(Nc3nc(Nc4ccc(F)cc4)nc(Nc4ccc(Cl)cc4)n3)cc2)CC1c1ccc(Oc2ccccc2)cc1 (stereo not drawn)
 : 84	98	107	116	50	94	63	82	94
> O=C(CSc1nnc(-c2c[nH]c3ccccc23)n1-c1ccccc1)Nc1ccc(C(=O)/C=C/c2cccc([N+](=O)[O-])c2)cc1
 : 86	82	99	89	83	100	73	96	119
> O=C(CI)Nc1ccc(O)c(C(=O)O)c1
 : 111	19	115	113	111	111	100	108	114
> Cc1cccc([N+](=O)[O-])c1N
 : 94	94	105	108	111	105	99	102	109
> Cc1nc(-c2ccc(Cl)cc2)ccc1-c1nnc(SCc2ccccc2)o1
 : 104	98	107	105	108	102	97	104	120
> CC(C)=CCC[C@H](C)c1ccc(C)c2c1OCN(CCO)C2
 : 82	78	96	103	67	104	91	74	119
> COc1ccc(-c2cc(-c3nnc(SC/C(=N/O)c4ccccc4)o3)c3ccccc3n2)cc1OC
 : 88	78	94	99	105	93	81	89	89
> O=C(/C=C/Nc1cc(-c2ccccc2)nn1-c1ccccc1)c1ccccc1
 : 86	83	100	102	91	92	83	87	112
> CCCCCCCCCCCCC[C@@H](O)C[C@H](O)[C@H](C)N
 : 110[1 µM]	100[1 µM]	104[1 µM]	108[1 µM]	102[1 µM]	103[1 µM]	100[1 µM]	112[1 µM]	97[1 µM]
> COc1ccc(OC)c(NC(=O)/C(C#N)=C/c2ccco2)c1
 : 97	46	107	96	93	100	x	103	93
> CCc1ccc2nc(NC(=O)Cc3csc(NC(=O)c4ccco4)n3)sc2c1
 : 85	60	79	79	-9.6*	82	73	77	107
> COC(=O)c1ccc2c(c1)c1c(C)c3cnccc3c(C)c1n2C
 : -47*	-65*	-32*	1.9*	-33*	-14*	-41*	-25*	-40*
> O=c1oc2c3ccc4[nH]cccc4c3nc2c2ccccc12
 : 76	50	81	88	x	87	85	95	59
> O=C(NO)c1ccc(Cn2c(=O)n(-c3ccccc3F)c(=O)c3ccccc32)cc1
 : -40*	-60*	19	-41*	-22*	26	18	42	-58*
> COc1ccc(Nc2cc(C)nc(N)n2)cc1
 : 99	88	115	106	94	122	93	109	131
> CS(=O)(=O)c1ccccc1N
 : 115	99	115	103	96	109	110	100	106
> COc1cccc(C2CC(=O)N(c3cc(Cl)cc(Cl)c3)C3=C2C(=O)OC3)c1 (stereo not drawn)
 : 97	88	106	107	99	102	90	101	114
> Cc1cccc(C)c1NC(=O)CSC(=S)n1cnc2ccccc21
 : 91	91	105	101	89	88	119	104	126
> O=C(O)c1ccccc1C(=O)N1CCN(c2cc3c(cc2F)c(=O)c(C(=O)O)cn3C2CC2)CC1
 : 96	85	106	103	106	94	111	109	102
> CCOC(=O)c1nn(C)c(=S)[nH]c1=O
 : 96	96	111	105	104	98	98	104	101

Entries of single compounds from above. Order of screens: NCI-H23	NCI-H522	NCI-H460	KM12	IGROV1	NCI-H322M	NCI-H226	NCI/ADR-RES	COLO 205
Results for CCc1ccc2nc(NC(=O)Cc3csc(NC(=O)c4ccco4)n3)sc2c1 : 85	60	79	79	-9.6*	82	73	77	107
Results for COC(=O)c1ccc2c(c1)c1c(C)c3cnccc3c(C)c1n2C : -47*	-65*	-32*	1.9*	-33*	-14*	-41*	-25*	-40*

Next section
Screens in order: NCI-H23	NCI-H522	NCI-H460	KM12	IGROV1	NCI-H322M	NCI-H226	NCI/ADR-RES	COLO 205
> CCOC(=O)C1C(=O)C=C(c2ccc(F)cc2)CC1c1sc(N(C)Cc2ccccc2)nc1Cl (stereo not drawn)
 : 83	66	81	95	93	81	67	83	106
> C/C(=N\N=C1/SCC(=O)N1c1ccccc1)c1ccco1
 : 99	75	123	103	61	90	124	104	130
> Cc1c(Cl)cc(Cl)c(N)c1Cl
 : 103	97	105	114	114	115	102	105	108
> COc1ccc(-c2cc(C(=O)Nc3nc4ccc(Cl)cc4s3)nc3cc(-c4ccccc4)nn23)cc1OC
 : 103	104	107	104	96	93	99	102	117
> Cc1ccc(C2SCC(=O)N2NC(=O)c2[nH]c3ccc(F)cc3c2-c2ccccc2)cc1 (stereo not drawn)
 : 87	68	92	96	88	111	x	92	104
> Cc1nn(-c2ccccc2)c(N)c1N=C1NC(=O)/C(=C/c2ccc(Br)cc2)S1
 : 76	85	93	76	100	83	78	78	101
> COc1cc(N(C(C)=O)c2ccc(O)cc2)c2ncccc2c1
 : 106&96	100&95	107	105&103	118&117	102	94	112&104	115&95
> CC/C=C\C[C@H]1C/C=C2/C(=O)C=C[C@]2(C)C/C=C\CCCC(=O)O1
 : 77	56	104	97	90	93	92	93	103
